# Source: PubChem
# G6PDH counter – counter-screen for G6PDH assay hits: L. mesenteroides G6PDH inhibition | Purified L. mesenteroides G6PDH, diaphorase/resazurin coupled fluorescence, 45 min | inhibition, % at 5 µM | actives 0.12% (n = 200,000)
# RAM network inh – yeast RAM network inhibition. S. cerevisiae dse1pr::URA3 reporter, 5-FOA growth OD615, 2 d; analog-sensitive cbk1-as2 kinase mutant strain. inhibition, % at 50 µM. actives 1.8% (n = 190,000). AID 868;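 active = inhibition above a set limit, 3 SD over mean compound inhibition, cut at about 8.4% in these data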;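 note: 0% = DMSO-only wells with no growth and 100% = 10 µM 1-NA-PP1 full growth; inhibition rescues growth on 5-FOA so higher OD means more RAM inhibition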
# Redox H2O2 prof – compounds producing H2O2 with reducing agent – biochemical, NIH compound library profiling, artefact control for MLSCN library redox annotation, primary screen; actives 0.03% (n = 200,000); activation, % at 10 µM; DTT-dependent redox cycling H2O2, phenol red/HRP absorbance; 100% = 100 µM peroxide control, 0% = buffer;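 active = activation of at least 50% relative to the plate's high and low controls in the primary single-dose screen; inactive = activation below 50%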;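 note: compound incubated with DTT at 0.8 mM final as the reducing agent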
# Diaphorase act – activates diaphorase or chemically reduces, flagging diaphorase assay artifacts | activation factor at 20 µM | AID 1229 | actives 0.005% (n = 190,000) | Diaphorase/resazurin coupled assay, resorufin fluorescence, 16 min; stronger effect = higher value; 1 = vehicle wells, 0 = NADH-free wells;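 active = diaphorase activity raised at least twofold by the compound at 20 µM; inactive = activation factor below 2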
#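 Material: purified diaphorase enzyme from Clostridium kluyveri / Medium: HEPES pH 7.4 buffer with MgCl2 and Tween 20 / Schedule: enzyme reaction of 16 min at room temperature / Measured by: resorufin fluorescence, excitation 544 nm, emission 590 nm / Evaluation: rise in resorufin formation, marking diaphorase activation or chemical reduction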
# L major viab – reduces viability of Leishmania major promastigotes; resazurin fluorescence viability; inhibition, % at 10 µM; actives 9% (n = 200,000); AID 1063;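 note: promastigotes grown with compound for 44 hours at 28 °C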
# Diaph inh CS – inhibits diaphorase or chemically oxidizes, flagging diaphorase assay artifacts; diaphorase resazurin-to-resorufin fluorescence, NADH, 16 min; bacterial (C. kluyveri) enzyme, not human; inhibition, % at 20 µM; actives 0.69% (n = 190,000); AID 1217;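 active = primary screen inhibition at 20 µM above a set limit, cut at about 50% in these data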;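 note: plate controls were DMSO with full reaction for no effect and wells lacking NADH for full effect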
#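 Benchmarks: positive control wells lacking NADH, neutral wells with DMSO only. System: bacterial diaphorase enzyme (C. kluyveri). Input: 0.14 U/mL diaphorase, enzyme working solution. Detection: resorufin fluorescence, excitation 544 nm, emission 590 nm. Times: 16-min room-temperature incubation before reading.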
# PMI act – activators of human phosphomannose isomerase | P34949 | purified human PMI, coupled resazurin fluorescence, 20 min; stronger effect = higher value; 1 = vehicle control, 0 substrate-free wells | activation factor at 20 µM | actives 0.005% (n = 190,000) | AID 1214;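 active = activation factor of 2 or more at 20 µM, relative to plate controls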
# Hsp70 act – Hsp70 transcriptional activation, primary screen; AID 1203; actives 0.04% (n = 200,000); activation, % at 10 µM; HeLa Hsp70 promoter luciferase reporter, luminescence; scaled: vehicle 0, proteasome-inhibitor control 100%;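 active = activation above the mean across all tested compounds plus 3 SD, cutoff set per campaign, cut at about 5.5% in these data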;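 note: 100% = MG132 at 30 µM as the positive control and 0% = DMSO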
# S1P3 antag – antagonists of human S1P3 receptor; CHO S1P3 NFAT-BLA reporter, FRET fluorescence, antagonist mode; AID 485; Q99500; actives 0.27% (n = 170,000); inhibition, % at 4.98 µM;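 active = inhibition above the plate cutoff, the mean inhibition of test wells on that plate plus 3 SD, cut at about 28% in these data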;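 note: cells challenged with S1P at its EC80 of 0.8 µM; blue over green emission ratio from cleaved BLA substrate after 4 h stimulation; 0% = S1P-stimulated wells and 100% = unstimulated DMSO-only wells; some compounds past the cut are filed as inactive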
# PMI act satM6P – activators of human phosphomannose isomerase at near-saturating mannose 6-phosphate; P34949; coupled PMI enzyme assay, resazurin fluorescence, 20 min; stronger effect = higher value; 1 = untreated enzyme, 0 = substrate-free blank; activation factor at 20 µM; actives 0.34% (n = 190,000); AID 1216;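 active = activation factor of 2 or more at 20 µM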
#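 Material: human phosphomannose isomerase with PGI, G6PDH, diaphorase coupling enzymes / Reagent: Man-6-P substrate 1.0 mM / Dosing: single compound dose of 20 µM, 1% DMSO final / Incubation: enzyme reaction with compound 20 min at room temperature / Signal: resorufin fluorescence (Ex 544/Em 590 nm) from resazurin via diaphorase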
# TLR4-MyD88 BLA – inhibitors of human TLR4-MyD88 binding. HeLa CL3-4 TLR4/MyD88 BLA complementation, FRET ratio. inhibition, % at 8.4 µM. actives 0.18% (n = 200,000). O00206+Q99836; in the data active = inhibition above about 25%;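 note: 0% = vehicle and 100% = reference inhibitor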
# Target sequence (O00206 whole entry, looked up): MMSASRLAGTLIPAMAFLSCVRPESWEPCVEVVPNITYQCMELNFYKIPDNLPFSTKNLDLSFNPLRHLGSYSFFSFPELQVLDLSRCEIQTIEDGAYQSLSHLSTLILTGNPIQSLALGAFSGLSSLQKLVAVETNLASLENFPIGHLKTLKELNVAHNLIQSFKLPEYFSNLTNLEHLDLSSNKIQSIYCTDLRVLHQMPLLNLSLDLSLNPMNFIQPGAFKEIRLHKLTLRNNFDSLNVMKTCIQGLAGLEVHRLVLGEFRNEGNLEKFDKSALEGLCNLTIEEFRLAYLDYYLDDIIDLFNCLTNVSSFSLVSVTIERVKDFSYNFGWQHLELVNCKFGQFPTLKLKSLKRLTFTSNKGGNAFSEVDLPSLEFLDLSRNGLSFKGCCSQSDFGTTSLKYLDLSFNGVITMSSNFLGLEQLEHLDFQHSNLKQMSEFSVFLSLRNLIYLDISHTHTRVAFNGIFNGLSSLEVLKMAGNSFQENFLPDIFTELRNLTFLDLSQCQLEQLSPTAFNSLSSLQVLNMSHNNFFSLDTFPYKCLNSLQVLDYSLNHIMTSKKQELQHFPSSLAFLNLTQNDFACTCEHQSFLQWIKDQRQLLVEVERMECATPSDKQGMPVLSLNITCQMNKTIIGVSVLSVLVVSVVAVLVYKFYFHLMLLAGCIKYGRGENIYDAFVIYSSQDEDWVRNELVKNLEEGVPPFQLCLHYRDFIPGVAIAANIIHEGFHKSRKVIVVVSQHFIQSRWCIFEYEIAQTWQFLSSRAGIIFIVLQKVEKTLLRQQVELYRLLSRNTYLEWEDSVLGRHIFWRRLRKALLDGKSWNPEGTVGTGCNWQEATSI
# Target sequence (Q99836 whole entry, looked up): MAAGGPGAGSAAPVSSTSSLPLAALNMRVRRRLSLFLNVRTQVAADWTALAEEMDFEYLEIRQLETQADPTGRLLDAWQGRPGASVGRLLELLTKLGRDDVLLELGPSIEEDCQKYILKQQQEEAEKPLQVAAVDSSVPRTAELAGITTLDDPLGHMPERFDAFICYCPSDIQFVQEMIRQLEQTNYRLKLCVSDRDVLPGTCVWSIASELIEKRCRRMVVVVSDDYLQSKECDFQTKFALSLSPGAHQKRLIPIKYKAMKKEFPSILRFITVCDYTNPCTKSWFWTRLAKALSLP
# An asterisk follows results filed as active; / = no result given. Cut-off read from the data, not from the text of the source, unless noted: active = inhibition above about 50%; inactive = the rest.
# Screens by letter – A = G6PDH counter; B = RAM network inh; C = Redox H2O2 prof; D = Diaphorase act; E = L major viab; F = Diaph inh CS; G = PMI act; H = Hsp70 act; I = S1P3 antag; J = PMI act satM6P; K = TLR4-MyD88 BLA
CCCN(CC(=O)Nc1ccc(F)c(F)c1F)CC(=O)Nc1c(Cl)cccc1Cl
  A = -5 | B = 0.0 | C = 0.3 | D = 1 | E = 9 | F = 4 | G = 1 | H = -0.4 | I = 5 | J = 1 | K = -3

COc1ccc(N(CC(=O)Nc2ccccc2C(=O)NCC(C)C)S(C)(=O)=O)cc1
  A = -7 | B = -1.2 | C = -0.2 | D = 1 | E = 6 | F = 4 | G = 0.9 | H = -0.2 | I = -6 | J = 0.9 | K = 11

CCOc1ccccc1/C=c1\sc2nc(-c3ccco3)nn2c1=O
  A = 4 | B = 0.6 | C = -5.6 | D = 0.8 | E = -7 | F = 24 | G = 1 | H = -0.2 | I = 15 | J = 1.2 | K = -3

Cc1cc(C(=O)N/N=C/c2c[nH]c3ccccc23)cs1
  A = 3 | B = -1.0 | C = -0.4 | D = 1 | E = 14 | F = -4 | G = 1.1 | H = 0.0 | I = 5 | J = 1.1 | K = -5

N#CC/C(N)=N/NC(=O)CCCNc1ncc(C(F)(F)F)cc1Cl
  A = 6 | B = 0.2 | C = 0.1 | D = 0.9 | E = 25 | F = 10 | G = 0.9 | H = -0.2 | I = 2 | J = 0.8 | K = -5

COc1cc(C(=O)OC2CCN(C)CC2)cc(OC)c1OC
  A = 6 | B = -1.1 | C = 2.0 | D = 0.9 | E = 12 | F = 9 | G = 0.9 | H = -0.3 | I = 4 | J = 0.9 | K = 8

CCC(C(=O)NC1CCCCC1)n1c(SCc2cccc(F)c2)nc2ccncc21 (stereo unspecified)
  A = 7 | B = 0.5 | C = -0.1 | D = 0.9 | E = 3 | F = 6 | G = 1 | H = -0.2 | I = -1 | J = 0.9 | K = 10

Cc1cc(C)n(-c2ccc(C(=O)Nc3cc(C(F)(F)F)ccc3N3CCOCC3)cc2)n1
  A = 1 | B = 3.6 | C = -4.0 | D = 0.9 | E = -7 | F = 10 | G = 1 | H = -0.3 | I = / | J = 1 | K = 1

# Some of these compounds in order of count of non-hydrogen atoms, low to high:
# Screens by letter – A = G6PDH counter; B = RAM network inh; C = Redox H2O2 prof; D = Diaphorase act; E = L major viab; F = Diaph inh CS; G = PMI act; H = Hsp70 act; I = S1P3 antag; J = PMI act satM6P; K = TLR4-MyD88 BLA
COc1cc(C(=O)OC2CCN(C)CC2)cc(OC)c1OC
  A = 6 | B = -1.1 | C = 2.0 | D = 0.9 | E = 12 | F = 9 | G = 0.9 | H = -0.3 | I = 4 | J = 0.9 | K = 8

CCOc1ccccc1/C=c1\sc2nc(-c3ccco3)nn2c1=O
  A = 4 | B = 0.6 | C = -5.6 | D = 0.8 | E = -7 | F = 24 | G = 1 | H = -0.2 | I = 15 | J = 1.2 | K = -3

COc1ccc(N(CC(=O)Nc2ccccc2C(=O)NCC(C)C)S(C)(=O)=O)cc1
  A = -7 | B = -1.2 | C = -0.2 | D = 1 | E = 6 | F = 4 | G = 0.9 | H = -0.2 | I = -6 | J = 0.9 | K = 11

Cc1cc(C)n(-c2ccc(C(=O)Nc3cc(C(F)(F)F)ccc3N3CCOCC3)cc2)n1
  A = 1 | B = 3.6 | C = -4.0 | D = 0.9 | E = -7 | F = 10 | G = 1 | H = -0.3 | I = / | J = 1 | K = 1
